PP5 inh – inhibitors of human protein phosphatase 5 (PP5); P53041; purified PP5c, OMFP substrate fluorescence; inhibition, % at 6.7 µM; 320,000 compounds, 0.18% hits; AID 1987;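 active = inhibition above the campaign's mean inhibition across all tested compounds plus 3 SD, cut at about 9.5% in these data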;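 note: 0% = DMSO only and 100% = 100 µM cantharidin control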
Target sequence (P53041 whole entry, looked up): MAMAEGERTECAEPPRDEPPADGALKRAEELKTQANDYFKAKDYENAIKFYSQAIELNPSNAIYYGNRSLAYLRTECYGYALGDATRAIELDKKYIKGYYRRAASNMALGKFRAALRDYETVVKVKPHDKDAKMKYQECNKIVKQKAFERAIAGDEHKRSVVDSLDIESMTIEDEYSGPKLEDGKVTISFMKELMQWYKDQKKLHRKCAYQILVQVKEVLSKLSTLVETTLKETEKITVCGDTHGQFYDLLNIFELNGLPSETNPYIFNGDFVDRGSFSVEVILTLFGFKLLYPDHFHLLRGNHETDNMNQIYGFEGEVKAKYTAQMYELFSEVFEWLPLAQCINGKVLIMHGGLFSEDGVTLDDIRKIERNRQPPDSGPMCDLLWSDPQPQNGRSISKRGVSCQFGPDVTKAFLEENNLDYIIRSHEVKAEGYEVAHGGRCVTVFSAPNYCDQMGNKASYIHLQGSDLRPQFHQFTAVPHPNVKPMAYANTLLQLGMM
PP1 inh – counter-screen for PP5 inhibitors: inhibitors of human PP1-alpha. purified PP1alpha, OMFP fluorescence. 320,000 compounds, 0.9% hits. AID 2235. inhibition, % at 6.7 µM;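 active = inhibition above the mean inhibition of all tested compounds plus 3 SD, computed separately for each screening campaign, cut at about 15% in these data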
Target sequence (P62136 whole entry, looked up): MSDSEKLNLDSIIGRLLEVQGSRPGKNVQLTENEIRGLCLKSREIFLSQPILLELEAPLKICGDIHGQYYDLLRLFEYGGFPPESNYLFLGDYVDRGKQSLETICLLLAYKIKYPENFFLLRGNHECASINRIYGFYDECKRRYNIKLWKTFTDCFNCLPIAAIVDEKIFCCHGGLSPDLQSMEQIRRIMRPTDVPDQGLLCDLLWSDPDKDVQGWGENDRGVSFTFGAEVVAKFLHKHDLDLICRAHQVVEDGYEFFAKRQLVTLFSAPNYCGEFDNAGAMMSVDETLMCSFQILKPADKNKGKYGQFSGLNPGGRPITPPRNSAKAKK
EBNA-1 inhibitor – blocks EBNA-1 binding to DNA. 300,000 compounds, 0.34% hits. EBNA-1 DNA binding, fluorescence polarization. inhibition, % at 14.8 µM. AID 1950; in the data active = inhibition above about 28%
GASC-1 inh – human JMJD2C demethylase inhibition | 330,000 compounds, 0.069% hits | GST-JMJD2C(1-420) H3K9me3 demethylation, DELFIA europium | AID 2099 | inhibition, % at 2.35 µM;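 active = more than half of a compound's replicate wells show inhibition beyond 50%, single wells judged on their own value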;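 note: signal counts dimethyl H3K9 product captured on neutravidin plate; 0% = median of DMSO wells and 100% = 0.3 times that DMSO median; strong numbers were not always called active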
TPT1 inhibitor – blocks Candida albicans tRNA 2'-phosphotransferase | 300,000 compounds, 0.81% hits | AID 1962 | inhibition, % at 5 µM | recombinant caTPT1, FP RNA substrate dephosphorylation;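 active = inhibition above the mean of all tested compounds plus 3 SD, set per screening campaign, cut at about 24% in these data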;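 note: plate controls were DMSO alone for no effect and ferristatin control at 100 nM for full effect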
HCV core dimer – HCV core protein dimerization inhibition. TR-FRET GST/Flag-core106 dimerization, 1536-well. inhibition, % at 5 µM. 300,000 compounds, 0.33% hits. AID 1899;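 active = inhibition above the mean of all tested compounds plus 3 SD, set per screening campaign, cut at about 45% in these data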
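test system = GST/Flag-tagged HCV core106 proteins | probe or stimulus = Eu donor and XL665 acceptor anti-tag antibodies | times = compound-protein-antibody incubation 4 h at 22.5 °C | signal = TR-FRET, excitation 340 nm, emission 617 and 671 nm | measure = percent inhibition of core106 dimerization signal | controls = wells lacking GST-core106 and wells with excess unlabelled core106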
ZTA DNA inh – counter-screen for EBNA-1 inhibitors: inhibitors of Epstein-Barr virus ZTA. P03206. ZTA-DNA binding, fluorescence polarization. inhibition, % at 11 µM. 320,000 compounds, 0.15% hits; in the data active = inhibition above about 33%
Target sequence (P03206 whole entry, looked up): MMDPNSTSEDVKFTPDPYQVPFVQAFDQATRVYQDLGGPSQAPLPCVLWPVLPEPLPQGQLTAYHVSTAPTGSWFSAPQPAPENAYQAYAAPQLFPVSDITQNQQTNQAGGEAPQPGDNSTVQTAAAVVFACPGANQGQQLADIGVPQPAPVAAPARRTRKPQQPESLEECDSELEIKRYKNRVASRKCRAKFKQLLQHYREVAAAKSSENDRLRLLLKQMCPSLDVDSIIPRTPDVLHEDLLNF
Yeast superoxide – caloric restriction mimetics inhibiting age-related superoxide in yeast; S. cerevisiae aged cells, superoxide DHE fluorescence; hits give low values; superoxide response (% of plate mean), % at 10 µM; 330,000 compounds, 0.18% hits; AID 2690;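 active = superoxide response under a set limit, about three screen SD below normal, cut at about 65% in these data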;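 note: yeast aged for seven days with compound at 30 °C before DHE staining; 100% = average MFI of all compound-treated wells on the plate with controls excluded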
Fh CTSL1 inh – counter-screen for PFM18AAP inhibitors: inhibitors of F. hepatica cathepsin L1; recombinant F. hepatica cathepsin L1, Z-Leu-Arg-MCA fluorescence; inhibition, % at 5.96 µM; 300,000 compounds, 0.49% hits; AID 1906;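 active = inhibition above the mean of all tested compounds plus 3 SD, set per screening campaign, cut at about 17% in these data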;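 note: 0% = plate median of test compound wells and 100% = 1 µM Z-Phe-Ala-diazomethylketone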
* marks the source's active call; other numbers are inactive results; nt = not tested or not shown; & = joins results of further samples.

Start of the data: the first 4 compounds, ahead of the listing:
SMILES	PP5 inh	PP1 inh	EBNA-1 inhibitor	GASC-1 inh	TPT1 inhibitor	HCV core dimer	ZTA DNA inh	Yeast superoxide	Fh CTSL1 inh
Cc1ccc(NC(=O)CN(C)C(=O)CCOc2ccccc2C)cc1	-2.0	-2.1	-2.5	-7.5	-0.8	2.5	5.6	99.0	3.8
COc1ccc(NC(=S)N(CCO)Cc2ccccc2)cc1	1.0	-0.6	4.9	-3.4	1.4	-1.7	6.7	98.4	0.5
CC(=O)Nc1ccc(C(=O)Cn2c3[n+](c4c(F)c(F)ccc42)CCCCC3)cc1	1.3	4.9	0.4	3.6	-8.4	-4.2	16.4	103.6	0.7
O=C(CCN1CCN(c2ccccc2)CC1)NNC(=S)Nc1ccccc1Cl	-1.2	-0.9	4.9	-12.4	-2.5	-0.8	14.5	93.7	-3.2

The list itself, from the first entry:
SMILES	PP5 inh	PP1 inh	EBNA-1 inhibitor	GASC-1 inh	TPT1 inhibitor	HCV core dimer	ZTA DNA inh	Yeast superoxide	Fh CTSL1 inh
Cc1ccc(NC(=O)CN(C)C(=O)CCOc2ccccc2C)cc1	-2.0	-2.1	-2.5	-7.5	-0.8	2.5	5.6	99.0	3.8
COc1ccc(NC(=S)N(CCO)Cc2ccccc2)cc1	1.0	-0.6	4.9	-3.4	1.4	-1.7	6.7	98.4	0.5
CC(=O)Nc1ccc(C(=O)Cn2c3[n+](c4c(F)c(F)ccc42)CCCCC3)cc1	1.3	4.9	0.4	3.6	-8.4	-4.2	16.4	103.6	0.7
O=C(CCN1CCN(c2ccccc2)CC1)NNC(=S)Nc1ccccc1Cl	-1.2	-0.9	4.9	-12.4	-2.5	-0.8	14.5	93.7	-3.2
CC1=NCCN1S(=O)(=O)c1cc([N+](=O)[O-])ccc1Cl	0.1	-2.6	2.6	0.4	-3.4	-3.5	-8.1	102.2	-2.6
O=C(NCC(=O)N1CCCC1)c1ccccc1F	0.6	3.7	5.2	-1.8	-2.0	11.5	11.5	83.5	1.3
O=C(c1cc(-c2ccccc2Cl)on1)N1CCN(C(=O)c2ccco2)CC1	-2.1	-3.1	2.7	54.9	0.2	1.7	15.7	95.3	-1.3
C=CCn1c(SCC(C)=O)nc2sc3c(c2c1=O)CCC3	2.8	5.9	8.4	4.0	-0.7	4.3	-15.6	102.7	7.2
CCc1c(C)nc2c(OC)cccc2c1SCCC(=O)O	0.5	-1.9	-7.3	-2.8	-0.7	-6.4	-5.9	97.0	-2.8
O=C(O)CCCCCn1c(SCc2cc(=O)n3cc(Cl)ccc3n2)nc2ccsc2c1=O	2.1	1.5	-1.2	1.4	2.5	-5.5	17.3	106.8	2.2
CC1Cc2cc(S(=O)(=O)N3CCC(C(=O)N(C)Cc4ccccc4)CC3)ccc2N1C(=O)C1CC1 (centres undefined)	0.8	-2.5	2.7	6.6	0.1	14.3	4.8	69.3	0.1
Cc1ccc([N+](=O)[O-])cc1N(CC(=O)NCC1CCCO1)S(C)(=O)=O (centres undefined)	-0.9	-3.0	-2.0	-0.9	-2.1	-0.2	-10.2	103.4	-2.5
c1ccc(-c2nc(NC3CC3)nc(-n3ccnc3)n2)cc1	3.9	-3.7	5.7	6.3	0.0	1.5	11.0	94.0	-1.3
COc1ccc(CCNC(=O)c2cccc(S(=O)(=O)N3CCc4ccccc4C3)c2)cc1	3.3	-0.6	nt	-3.4	nt	nt	2.4	92.1	nt
CCc1c(C)c(C#N)c2nc3ccccc3n2c1NCc1ccccn1	-0.5	-5.0	-6.6	3.0	2.1	-3.5	11.3	88.3	-0.8
CC(C)n1nnnc1SCC(=O)NNC(=O)C1CCCCC1	1.6	-3.9	-4.3	-0.7	-1.6	-3.0	-10.5	101.5	27.1*
C=CCn1c(SCC(=O)Nc2c(C)nn(Cc3ccccc3)c2C)nnc1C(O)c1ccccc1 (centres undefined)	-1.2	-4.4	1.9	1.7&2.5	-1.2	-0.6	2.4	99.8	-2.7
O=C(Nc1ccc(SC(F)F)cc1)C1CC(=O)N(Cc2ccccc2)C1 (centres undefined)	3.3	-3.5	1.4	-5.0	-4.3	-0.1	-2.0	99.0	-1.6
COc1ccc(N2CCN(C(=N)/C(C(C)=O)=C(\C)O)CC2)cc1	3.4	1.4	-2.2	3.7	-4.0	-2.4	3.8	97.5	0.5
CC(=O)Nc1cccc(OC(=O)N2CCOCC2)c1	1.1	-0.8	-10.1	nt	-0.6	3.3	-7.7	89.0	-2.2
CC(C)[C@H]1COCCS(=O)(=O)N1Cc1ccccc1F	-2.6	1.3	-3.3	39.4	1.5	-18.3	-2.5	96.4	10.2
Nc1nnc(-c2ccccc2[N+](=O)[O-])o1	-0.4	2.4	-7.5	3.2	0.4	-1.4	0.8	119.6	-0.5
Cc1cc(Br)ccc1NC(=O)c1sc2ncn(CC(=O)N3CCN(c4ccccn4)CC3)c(=O)c2c1C	2.9	4.9	-8.0	1.4	-0.1	13.3	1.8	90.3	3.0
O=C(c1ccc2c(c1)OCO2)N1CCC(Cc2ccccc2)CC1	-2.5	2.0	8.9	-41.0	-1.1	5.0	6.4	98.4	1.4
CC1=CC(=O)C(C(C)=Nc2ccccc2Cl)C(=O)O1 (centres undefined)	3.4	-3.7	7.8	1.4	1.2	-2.2	-5.2	90.5	5.6
COc1ccc2nc(SCC(=O)NCc3ccc(F)cc3)[nH]c2c1	2.1	2.7	6.8	1.6	0.3	3.9	24.5	98.2	-1.4
CC(=O)N1CCN(C(=O)c2ccco2)CC1	-1.9	-1.8	-3.1	-25.8	3.5	-2.1	8.5	96.9	2.5
O=C(Nc1cccnc1)c1ccc(Cl)c(S(=O)(=O)N2CCCCC2)c1	1.1	0.1	-3.0	-5.3	3.7	9.7	24.6	96.5	-5.6
CC1CCC2(CC1)NC(=O)N(NC(=O)CCl)C2=O (centres undefined)	1.7	-3.1	-4.8	-1.0	-2.4	-1.6	3.1	96.8	16.8*
COc1ccc(CCNC(=O)c2cc(-c3ccncc3)nc3c(Cl)cccc23)cc1OC	0.3	3.5	0.2	8.5	0.8	-1.4	-7.5	109.3	-2.1
Cc1nn(CC(=O)N2CCC(C(N)=O)CC2)c(=O)c2nn(-c3ccccc3)c(C)c12	-1.1	0.1	-1.4	-27.7	-0.4	1.8	7.3	132.4	0.0
Cc1ccc(Nc2nc3ccccc3s2)c(C)c1	-2.5	8.1	-0.5	11.3	-3.3	1.4	6.4	105.7	12.9
O=C(NC1CCCCCC1)c1ccc(=O)n(Cc2ccccc2)n1	2.6	0.1	1.5	0.0	0.2	-17.0	-6.7	80.8	5.4
O=C(O)CCSc1nnc(COc2ccc([N+](=O)[O-])cc2)n1-c1ccccc1	0.8	0.6	1.0	12.6	6.9	0.6	3.3	102.9	2.0
COc1ccc([N+](=O)[O-])cc1N(CC(=O)NC(C(C)C)C(C)C)S(C)(=O)=O	2.3	-3.0	-14.2	2.5	4.0	2.8	11.3	104.3	0.0
c1ccc2sc(N3CCOCC3)nc2c1	1.5	-4.5	-4.0	-1.9	-3.8	-0.8	-6.7	111.5	-6.0
Cc1cccc(N=Cc2cc(Br)cc(Cl)c2O)c1	-0.7	-0.6	-1.1	18.5	5.5	-0.2	4.6	97.5	-3.3
CCOC(=O)c1cc(=O)n2[nH]c(-c3ccc(C)cc3)cc2n1	3.7	4.0	-11.1	-7.9	-0.4	-4.2	0.8	113.2	-2.7
CN(C)S(=O)(=O)c1cccc(NC(=S)N(CCC#N)Cc2cccnc2)c1	-0.8	-3.8	12.6	0.7	-4.0	4.0	5.6	99.6	-5.2
Cc1ccccc1OCC(=O)Nc1nnc(COc2ccccc2)s1	-1.4	2.9	6.7	-0.8	0.2	12.2	-8.8	108.4	2.0
COC(=O)c1sccc1NS(=O)(=O)c1ccc(OC)cc1	0.5	-1.4	-4.4	5.6	1.5	-13.2	5.5	102.9	1.6
Cc1ccsc1/C=C1\Oc2cc(OCC(=O)c3ccccc3)ccc2C1=O	1.4	16.4*	21.0	1.9	-0.1	28.7	-12.8	110.8	-0.7
CC(C(=O)OCC(=O)c1ccc([N+](=O)[O-])cc1)N1C(=O)C2C3CCC(C3)C2C1=O (centres undefined)	3.2	5.0	-7.2	-6.6	-1.4	4.1	2.5	101.4	2.3
CCC(Oc1ccccc1)C(=O)Nc1ncc([N+](=O)[O-])s1 (centres undefined)	1.2	-0.2	-1.7	-7.6	-7.7	-1.3	-2.0	95.2	3.1
Cc1ccc2nc(NC(=O)CSc3nc4c(c(=O)n3C)SC(C)C4)sc2c1 (centres undefined)	6.9	11.4	-11.6	-3.1	4.3	29.2	13.7	104.5	-1.1
CCOc1c(Br)cc(C2NC(=O)CCC2[N+](=O)[O-])cc1OC (centres undefined)	1.8	-2.6	-2.8	-27.2	-4.2	-4.2	13.4	86.7	-4.5
CCN(CC)CCC(C)OC(=O)c1ccc(O)cc1O (centres undefined)	0.2	-1.8	9.0	-21.6	6.6	0.6	3.1	98.4	2.0
COc1cccc(NC(=O)CN(c2ccc(C)cc2)S(=O)(=O)c2c(C)nn(C)c2C)c1	7.1	-5.1	4.2	-5.7	-0.5	2.7	3.9	93.9	6.8
Cc1ccc(C)c(NC(=O)CCN2CCN(CCO)CC2)c1	0.2	-2.1	-7.3	-0.7	-2.8	2.2	-16.1	91.3	-2.3
O=C(Nc1nnc(CCN2CCCCC2)s1)c1ccc(Cl)cc1Cl	-0.1	-7.6	-0.5	4.3	-1.5	1.3	12.2	118.0	-3.7
O=C(CS(=O)(=O)c1ccc(Cl)cc1)NCCS(=O)(=O)c1ccc(Cl)cc1	-1.1	-4.7	-0.6	-15.4	-4.1	-3.7	22.0	96.9	7.1
O=C(NCCN1CCOCC1)C1CCC(CNS(=O)(=O)c2ccccc2)CC1 (centres undefined)	0.3	-0.5	-11.6	1.6	0.2	0.2	-4.2	109.7	0.3
CC(=O)Nc1cc[n+](CC(=O)c2cccc([N+](=O)[O-])c2)cc1	1.2	0.4	-6.0	-16.8	0.3	-12.9	-3.0	107.8	-3.2
COc1ccc(C(=O)COC(=O)c2ccc3c(c2)NC(=O)CS3)c(OC)c1	1.0	1.8	-14.8	16.7	1.1	22.9	-5.8	74.6	-4.6
CC1(C)CC(=O)C=C(NCc2ccncc2)C1	-3.3	0.1	9.0	-2.4	-2.7	0.7	6.4	109.3	4.6
CC[C@H](C)[C@H](NC(N)=O)C(=O)NCCc1ccc(OC)c(OC)c1	-1.2	-1.6	8.1	6.1	0.6	-4.5	-1.7	110.2	-5.1
Cc1ccc(NC(=O)c2cc(N3C(=O)C4CC=CCC4C3=O)ccc2N2CCOCC2)cc1Cl (centres undefined)	2.8	-4.0	1.1	-0.2	-2.6	19.8	4.2	111.2	-0.4
CCOc1ccc(OCCOCCn2ccnc2)cc1	0.9	1.6	8.5	1.3	-9.0	-6.4	10.2	91.1	2.8
Cc1ccc(C(=O)NCC(=O)Nc2ccc3c(c2)OCCO3)cc1	2.4	-1.5	-2.3	-14.6	-1.2	-2.0	6.5	105.9	5.0
OCCN(CC#CCn1c2ccccc2c2ccccc21)CCO	3.2	-3.1	-0.7	-7.6	0.2	-2.8	3.1	105.8	-2.8
COc1ccccc1NC(=O)N1CCCC1	-1.4	-3.7	11.4	4.6	2.6	-0.3	8.5	104.1	-1.3
COC(=O)/C(=C\c1ccc([N+](=O)[O-])o1)NC(=O)c1ccccc1	-0.6	-4.5	-3.0	5.5	3.7	-7.3	16.5	92.0	1.9
